From PubChem
NCI-60 one-dose screen, 48 h, at 10 µM unless noted. Numbers give growth in % (100 = growth as untreated, 0 = no growth, -100 = all killed).
HT29 – HT29 colon cancer | 7.4% of 81,000 active | AID 1794748
HCT-116 – HCT-116 colon cancer | 7.3% of 82,000 active | AID 1794798
COLO 205 – COLO 205 colon cancer; 7.3% of 79,000 active
HCT-15 – HCT-15 colon cancer; 5.2% of 82,000 active; AID 1794746
SK-OV-3 – SK-OV-3 ovarian cancer cells; 3.2% of 80,000 active
IGROV1 – IGROV1 ovarian cancer | AID 1794786 | 4.7% of 79,000 active
SW-620 – SW-620 colon cancer. 5.2% of 82,000 active
OVCAR-4 – OVCAR-4 ovarian cancer cells. 3.7% of 80,000 active. AID 1794784
KM12 – KM12 colon cancer cells; AID 1794800; 5% of 82,000 active
Active calls of the source: *; . = not tested or not shown; & = joins results of further samples; ! = not active in a repeat; [ ] = remark or other dose. The calls were made as follows: active = growth percent below 10; inactive = the rest.

SMILES	HT29	HCT-116	COLO 205	HCT-15	SK-OV-3	IGROV1	SW-620	OVCAR-4	KM12
CC(C)(C)OC(=O)c1ccccc1	100	102	108	104	96	87	108	102	101
CCOC(=O)c1c(C)c(C(=O)OCC)n(C)c1C	89	98	141	102	98	.	94	101	112
COc1ccc2[nH]cc(-c3nc(-c4c[nH]c5ccncc45)cs3)c2c1	-16*	-62*	-63*	-10*	86	65	-61*	47	21
O=C(CN1CCOCC1)Nc1nc2c(s1)Nc1ccccc1NC2=O	101	88	106	97	98	110	107	125	98
O=C(Nc1ccc(Cl)cc1)Nc1cccc(Oc2nnc(Cl)c3ccccc23)c1	96	98	106	94	89	79	106	72	84
COCc1ccc([N+](=O)[O-])o1	102	98	111	112	106	136	104	98	108
OCC1CCCCC1	117	92	120	97	94	.	111	109	109
CC(C)=CCC[C@](C)(O)[C@H]1CC[C@]2(C)[C@@H]1CC[C@@H]1[C@@]3(C)CC[C@H](OCCC#N)C(C)(C)[C@@H]3CC[C@]12C	63	83	89	92	85	113	81	89	87
NC(Cc1cc(I)c(O)c(I)c1)C(=O)O (stereo not given)	113&91	108&100	120&97	97&105	97&86	105&107	106&105	97&102	113&108
COC(=O)c1ccccc1OC	101	103	126	99	120	107	101	103	101
O=c1cc(-n2nncc2Cn2c3ccccc3c3ccccc32)c2ccccc2[nH]1	113	92	115	98	89	98	94	96	99
COc1ccc(-c2c(N)c(=O)n(C)c3ccccc23)cc1	60	37	103	50	100	47	66	57	65
COc1cc(/C=C\C(=O)[C@@H]2CC[C@]3(O)CC[C@]4(C)[C@H](CC[C@@H]5[C@@]6(C)CC[C@H](O)C(C)(C)[C@@H]6CC[C@]54C)[C@@H]23)cc(OC)c1	83	51	107	72	102	83	95	55	88
O=S(=O)(Nc1ccc(Cl)nn1)c1ccc(NC(=S)Nc2ccc(Cl)c(Cl)c2)cc1	110	104	114	101	98	97	104	105	106
CN(C)c1ccc(N=Nc2ccc(Br)cn2)c(O)c1	22	26	7.5*	28	26	16	26	1.1*	27
O=C1/C(=C\c2ccc(Cl)cc2)N=C(c2cnccn2)N1c1cccc2cccnc12	107	94	113	96	85	.	90	87	98
COc1ccc(/C=C(/C(=O)c2ccc(Cl)cc2)C(=O)C(F)(F)F)cc1OC	63	33	85	78	90	94	53	83	74
COc1ccc(C(CC(=O)O)c2cc(OC)c(OC)c(OC)c2)cc1OC (stereo not given)	102	104	.	99	103	102	102	99	106
CCOC(=O)c1c(N)sc2cc(OC)ccc12	104	93	118	98	103	88	111	99	97
CCCCCNCCCCCNc1cc(OC)cc2cccnc12	64	64	64	89	91	98	91	37	103
COc1ccc(Oc2nc(Nc3ccc(N4CCOCC4)cc3)ncc2NC(=O)c2cc(OC)c(OC)c(OC)c2)cc1	53	76	78	66	127	88	80	107	96
O=c1c2cc(F)ccc2sc2c(NCCCNCCO)nc3ccccc3c12	-53*	-94*	-56*	-9.9*	80	22	-78*	33	-77*
COc1cc2c(cc1N)-c1ccc(N)cc1C2=O	87	101	108	101	112	140	97	97	106
Cc1ccc(S(N)(=O)=O)cc1N	105	90	133	109	109	102	101	115	105
COc1ccc(OC)c(C2C(C#N)=C(N)N(c3ccc(OC(F)(F)F)cc3)C3=C2C(=O)CC(C)(C)C3)c1 (stereo not given)	95	89	96	100	83	94	95	79	91
Other records follow:
SMILES	HT29	HCT-116	COLO 205	HCT-15	SK-OV-3	IGROV1	SW-620	OVCAR-4	KM12
O=S(=O)(CCCl)c1ccc(Cl)cc1	52	53	76	52	81	70	40	31	99
O=C(O)CC1Sc2ccccc2NC1=O (stereo not given)	129	100	.	109	106	94	103	128	104
O=C(Cc1ccc(Cl)cc1F)Nc1cc(C2(C(F)(F)F)CC2)nn1CC1CCCCC1	104	86	120	91	113	95	94	110	100
CCOC(=O)C(CC(=O)O)=C(c1ccccc1)c1ccccc1	103&89	93&105	112&102	108&90	113&101	102&87	100&97	98&95	110&106
COc1cc(-n2cc(-c3ccc(S(C)(=O)=O)cc3)n(C(C)=O)c2=O)cc(OC)c1OC	99	93	100	91	103	103	105	103	100
CCn1cc(C(=O)O)c(=O)c2cc(F)c(N3CCN(C(=O)c4ccc([N+](=O)[O-])cc4)C(C)C3)c(F)c21 (stereo not given)	107	98	107	107	105	108	100	91	99
Nc1ccn(C2CC(N)C(CO)O2)c(=O)n1 (stereo not given)	81	64	98	71	70	87	89	87	97
COC(=O)C1=C/CCCN(C(c2ccccc2)c2ccccc2)/C=C\1C(=O)OC	85	69	92	91	88	77	96	87	113
CCN(CC)CCC(C(=O)O)(c1ccccc1)C1(O)CCCCCC1 (stereo not given)	96	98	106	104	102	92	104	96	115
CCn1cc(C(=O)O)c(=O)c2cc(F)c(N3CCN(C(=O)CO[N+](=O)[O-])CC3)cc21	103	93	107	99	100	114	109	105	102
COc1ccc(-c2ccc(NC(=O)Nc3cccc(C(F)(F)F)c3)c(C)n2)cc1OC	60	18	88	49	101	91	91	59	66
CN1CCC[C@]2(C)[C@H]3CC[C@]4(C)[C@@H](O)/C(=C/c5ccccn5)C[C@H]4[C@@H]3CC[C@@H]12	88	101	118	.	104	101	101	105	104
O=C(CSc1nccc(Nc2ccc(S(=O)(=O)Nc3nccs3)cc2)n1)c1ccc(C(F)(F)F)cc1	106	87	112	103	97	91	102	106	106
CCOC(=O)CCc1cccc(CCC(=O)OCC)n1	99	113	107	110	102	110	102	110	102
N#CC(C#N)=C/C=C/c1cccc([N+](=O)[O-])c1	-40*	-92*	-27*	-32*	36&56	-7.9*!	-72*	21&32	-76*
O=c1[nH]cc(Cl)cc1Cl	108	100	130	105	99	.	106	107	105
O=c1[nH]cc(Br)c(=O)[nH]1	104	97	127	95	102	132	106	114	110
C=CC(=O)Nc1cccc(Oc2nccc(Nc3nnc(C4CC4)s3)n2)c1	97	101	107	92	112	94	93	101	98
CCSc1nc(-c2ccco2)n2nc(-c3ccco3)cc2n1	99	93	114	78	101	83	96	66	64
CCCC1CCCCC1Br (stereo not given)	102	112	107	108	99	122	102	102	107
Cc1cc(C2(c3ccc(O)c(C)c3)C(=O)N(Cc3ccccc3)c3ccccc32)ccc1O	91	87	94	80	88	93	103	87	92
C=C(C)[C@@H]1CC[C@]2(c3nnc(-c4ccncc4)o3)CC[C@]3(C)[C@H](CC[C@@H]4[C@@]5(C)CCC(=O)C(C)(C)[C@@H]5CC[C@]43C)[C@@H]12	92	93	99	92	95	84	96	90	97
C=CC(=O)Nc1cccc(-c2nc(SC)nc(NCCCN(CC)CC)c2C#N)c1	96	96	123	91	107	93	105	98	101
CCOC(=O)CC(=O)c1c(C)cc(C)cc1C	88	91	117	98	105	108	103	113	95
COc1cc2c(c(OC)c1)C1c3cc(OC)ccc3NC(=O)N1CC2 (stereo not given)	32	65	81	50	93	80	49	96	49

Given with each value named: entries from further up
SMILES: CCSc1nc(-c2ccco2)n2nc(-c3ccco3)cc2n1
  HT29: 99
  HCT-116: 93
  COLO 205: 114
  HCT-15: 78
  SK-OV-3: 101
  IGROV1: 83
  SW-620: 96
  OVCAR-4: 66
  KM12: 64
SMILES: CCCC1CCCCC1Br (stereo not given)
  HT29: 102
  HCT-116: 112
  COLO 205: 107
  HCT-15: 108
  SK-OV-3: 99
  IGROV1: 122
  SW-620: 102
  OVCAR-4: 102
  KM12: 107

(cont.)
SMILES	HT29	HCT-116	COLO 205	HCT-15	SK-OV-3	IGROV1	SW-620	OVCAR-4	KM12
Nc1o[nH]c(=O)c1C1CCCCC1	118	101	108	104	110	.	101	105	101
Cc1ccc(/C=C2/SC(=S)N(CCc3ccc(O)cc3)C2=O)o1	112	81	126	53	79	81	74	85	61
C(=C1c2ccccc2-c2ccccc21)c1ccncc1	8.4*	16	49	27	75	45	17	57	18
COC(=O)c1nc(-c2ccccc2)oc1S(=O)(=O)Cc1ccccc1	49	69	-43*	62	98	86	33	101	96
O=C1c2c(c3c4cc(F)ccc4oc3c3[nH]c4ccccc4c23)C(=O)N1O	31	23	58	33	56	26	32	61	39
Brc1ccc2c(-c3cncn3CCc3ccc4c(c3)OCO4)c[nH]c2c1	83	78	102	87	108	76	94	69	91
Cc1c(C(=O)NO)sc2ncnc(Nc3ccc(Cl)cc3)c12	102	101	117	102	93	73	103	106	101
O=C(Nc1ccc(-n2cc(-c3ccncc3)c(-c3ccc(O)c(Cl)c3)n2)cc1)c1cc(C(F)(F)F)cc(C(F)(F)F)c1	52	40	83	35	84	61	76	86	42
Nc1nc(N)c2c(n1)NC(c1sc(Cl)nc1Cl)CC(c1ccc(F)cc1)=N2 (stereo not given)	90	86	99	98	98	83	107	101	96
Cc1ccc2cccc(OC(=O)Nc3cc(Cl)c(Cl)cc3Cl)c2n1	104[100 µM]	62[100 µM]	118[100 µM]	72[100 µM]	84[100 µM]	87[100 µM]	88[100 µM]	83[100 µM]	97[100 µM]
Cn1cc(C2=C(c3cn(C)c4ccccc34)C(=O)OC2)c2ccccc21	86	79	107	81	.	56	86	86	89
NN(Cc1ccccc1)Cc1ccccc1	102	103	111	109	103	119	97	122	115
CCCC[n+]1ccc(SCC(=O)n2ccc3ccccc32)c2ccccc21	97	93	100	103	89	83	102	72	92
COc1ccc(CNS(=O)(=O)/N=C2\NC(=O)NC2=C(Cl)Cl)cc1	8.2*	7.0*	55	56	.	43	27	69	17
COc1ccc2nc(-c3ccccc3)cc(C(=O)O)c2c1	109	103	115	107	109	116	105	106	100
CCC(C)/C(=C\C#N)NCCCN/C(=C/C#N)C(C)CC (stereo not given)	.	91	111	97	105	102	107	109	105
O=C(CCC(=O)c1nc2ncccc2[nH]1)NN1C(=O)CSC1c1ccc(Br)cc1 (stereo not given)	105	95	108	104	98	85	94	92	96
BrC/C=C/C[P+](c1ccccc1)(c1ccccc1)c1ccccc1	60	15	17	37	96	84	32	99	16
COc1ccc(-c2cc(C(=O)N=Nc3c(O)[nH]c4ccccc34)c3ccccc3n2)cc1OC	102	101	98	97	103	90	94	99	92
C(C=C(c1ccccc1)c1ccccc1)=C(c1ccccc1)c1ccccc1	82	79	111	97	109	90	100	101	100
CCOc1ccc2cc(-c3nn(CC4CCN(C)CC4)c4ncnc(N)c34)ccc2n1	58&84	26&86	56&100	83&89	90&84	62&103	94&101	84&96	80&92
O=C1c2ccccc2C23C(=C(Br)c4cc(Br)ccc42)CCCN13 (stereo not given)	78	77	103	50	96	76	65	89	84
C1CN(C[C@H]2CO[C@H](CN3CCOCC3)CO2)CCO1	95	98	107	106	99	103	108	105	111
COc1ccc2c(c1)CC[C@@H]1[C@@H]2CC[C@]2(C)C(=O)C(=[N+]=[N-])C[C@@H]12	81	99	125	95	115	103	100	.	101
CCOC(=O)C(CC)(CCc1ccc([N+](=O)[O-])cc1)C(=O)OCC	86	73	96	90	100	102	84	82	85
Next structures follow:
SMILES	HT29	HCT-116	COLO 205	HCT-15	SK-OV-3	IGROV1	SW-620	OVCAR-4	KM12
O=C(O)C=C1c2ccccc2-c2ccccc21	107	106	118	115	109	110	.	108	102
Cc1cc(O)c(C(C)C)cc1NC1=CC(=O)c2ccccc2C1=O	85	60	102	72	102	62	103	70	75
CN1CCN(CC2C3CCC(C3)C2O)CC1 (stereo not given)	108	115	108	104	.	109	101	105	104
CN(C)C(=S)SCc1ccc(Cl)cc1Cl	94	91	116	98	102	.	100	97	99
NNS(=O)(=O)c1ccc(Cl)c(S(=O)(=O)NN)c1	109	107	115	104	110	108	104	114	94
Cn1cc(-c2nn3c(=O)cc(-c4ccccc4)nc3s2)c2cc(Cl)ccc21	100	100	95	86	84	73	99	99	94
C#CCSC(=S)NNc1ccccc1	102	94	95	96	95	87	98	95	89
CCOc1ccc(NC(N)=O)cc1	105	.	112	102	107	120	108	116	111
C=C(CN1CC=CCC1)[C@@H]1CC[C@]2(CO)CC[C@]3(C)[C@H](CC[C@@H]4[C@@]5(C)CC[C@H](O)C(C)(C)[C@@H]5CC[C@]43C)[C@@H]12	55	94	108	92	107	107	106	93	107
COc1cccc(/C=N/NC(=O)c2ccccc2N2CCCC2)c1O	69	4.8*	54	19	64	-24*	45	18	46
CN=C(NCCCOC)c1ccc(NC(=O)c2ccc(C(=O)Nc3ccc(C(=NC)NCCCOC)cc3)cc2)cc1	127	90	118	129	114	113	98	114	135
COc1ccc(NC(=O)CSC(N)=O)cc1NC(=O)CSC(N)=O	118	103	121	115	102	108	102	106	110
CC1CCC2(CC1)N=C(N)N=C(N)N2c1ccc(S(=O)(=O)Nc2nccs2)cc1 (stereo not given)	103	102	106	100	118	100	95	111	100

By substructure: the entries above containing a COOH group
SMILES	HT29	HCT-116	COLO 205	HCT-15	SK-OV-3	IGROV1	SW-620	OVCAR-4	KM12
NC(Cc1cc(I)c(O)c(I)c1)C(=O)O (stereo not given)	113&91	108&100	120&97	97&105	97&86	105&107	106&105	97&102	113&108
COc1ccc(C(CC(=O)O)c2cc(OC)c(OC)c(OC)c2)cc1OC (stereo not given)	102	104	.	99	103	102	102	99	106
O=C(O)CC1Sc2ccccc2NC1=O (stereo not given)	129	100	.	109	106	94	103	128	104
CCOC(=O)C(CC(=O)O)=C(c1ccccc1)c1ccccc1	103&89	93&105	112&102	108&90	113&101	102&87	100&97	98&95	110&106
CCn1cc(C(=O)O)c(=O)c2cc(F)c(N3CCN(C(=O)c4ccc([N+](=O)[O-])cc4)C(C)C3)c(F)c21 (stereo not given)	107	98	107	107	105	108	100	91	99
CCN(CC)CCC(C(=O)O)(c1ccccc1)C1(O)CCCCCC1 (stereo not given)	96	98	106	104	102	92	104	96	115
CCn1cc(C(=O)O)c(=O)c2cc(F)c(N3CCN(C(=O)CO[N+](=O)[O-])CC3)cc21	103	93	107	99	100	114	109	105	102
COc1ccc2nc(-c3ccccc3)cc(C(=O)O)c2c1	109	103	115	107	109	116	105	106	100
O=C(O)C=C1c2ccccc2-c2ccccc21	107	106	118	115	109	110	.	108	102
